Source: PubChem BioAssay
NTR1 agonist: NTR1-driven beta-arrestin-GFP spot formation – imaging, U2OS cells, high content, primary screen (AID 493036); P30989; agonist mode; activation, % at 20 µM; 330,000 compounds, 0.17% hits;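 active = activation at or above 40% of the spot to cytoplasm intensity ratio, with at least 20 cells analyzed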;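 also: 0% = DMSO without peptide and 100% = 100 nM NTR1 peptide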
Target sequence (P30989 whole entry, looked up): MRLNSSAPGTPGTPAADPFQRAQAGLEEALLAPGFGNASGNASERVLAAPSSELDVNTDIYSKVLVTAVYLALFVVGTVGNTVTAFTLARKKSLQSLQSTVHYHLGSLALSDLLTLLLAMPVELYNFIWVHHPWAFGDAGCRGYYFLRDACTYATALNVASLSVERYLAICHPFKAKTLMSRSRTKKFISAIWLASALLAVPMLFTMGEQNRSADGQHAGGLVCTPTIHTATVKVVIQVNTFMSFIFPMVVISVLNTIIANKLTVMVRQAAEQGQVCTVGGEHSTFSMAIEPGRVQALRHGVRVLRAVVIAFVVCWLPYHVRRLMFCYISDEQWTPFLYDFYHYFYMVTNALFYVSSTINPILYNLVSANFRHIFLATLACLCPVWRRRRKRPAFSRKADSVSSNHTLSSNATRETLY
NOD1 NF-kB reporter: inhibition of NOD1-driven NF-kB reporter – cell-based, luminescence, uHTS, primary screen (AID 1578); NOD1-driven NF-kB luciferase reporter cells, luminescence; higher % means a stronger effect; inhibition, % at 4 µM; hits with a dose series show EC50 in µM; 290,000 compounds, 1% hits; in the data active = inhibition mostly above about 36%, no sharp cut-off; inactive = mostly below about 34%;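 also: HEK-293T reporter cells stimulated with the NOD1 agonist gamma-tri-DAP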
KOR beta-arrestin-1: KOR agonists, beta-arrestin recruitment, primary screen, cell-based, luminescence, uHTS (AID 1777); KOR beta-arrestin recruitment, luminescence; higher % means a stronger effect; activation, % at 10 µM, or EC50 in µM where a hit was titrated; 280,000 compounds, 0.02% hits; in the data active = activation above about 50%, passing the limit was not always enough; also: a part of the inactive calls stands beside numbers as strong as those of hits
K1F lysis inhibition: protection from phage-mediated lysis, alamar blue read-out – E. coli UTI89, K1F phage, bacterial capsule biogenesis inhibitors (AID 488966) | E. coli UTI89 K1F phage lysis, alamar blue, 2 h; higher % means a stronger effect | inhibition, % at 100 µM; hits with a dose series show IC50 in µM | 340,000 compounds, 0.02% hits;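 active = phage lysis inhibition, versus mean bacterial control, above a set limit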;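 also: capsule biogenesis inhibitors block K1F phage lysis so surviving cells raise fluorescence; higher fluorescence means more inhibition of phage lysis; actives were called in the ten point dose series up to 300 µM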
GPR35 arrestin U2OS: GPR35 antagonists blocking zaprinast-driven arrestin recruitment, primary screen, imaging, U2OS, beta-arrestin-GFP, zaprinast agonist (AID 2058); inhibition, % at 10 µM; hits with a dose series show IC50 in µM; 290,000 compounds, 0.052% hits; U2OS GPR35 beta-arrestin-GFP translocation imaging, zaprinast antagonism; higher % means a stronger effect;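 active = inhibition of at least 50% with at least 30 cells and total cytoplasm GFP at most 10,000,000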
Rac1 GTP hydrolysis: MgcRacGAP GTPase-activating activity inhibitors, confirmation, biochemical, ADP Hunter fluorescence. 340,000 compounds, 0.6% hits. AID 624330. inhibition, % at 30 µM; hits with a dose series show IC50 in µM. MgcRacGAP-stimulated Rac1 GTP hydrolysis, ADP Hunter fluorescence; higher % means a stronger effect; GST-tagged Rac1 F28L mutant substrate;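 active = first-screen hits whose inhibition reached a set limit at any dose in the follow-up dose series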;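 also: fluorescence reports GDP produced by GAP-driven GTP hydrolysis; strong numbers were not always called active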
GPR55 beta-arrestin: selective activators of receptor GPR55 – imaging, U2OS cells, beta-arrestin-GFP redistribution, primary screen (AID 1961); U2OS GPR55 beta-arrestin-GFP redistribution imaging; higher % means a stronger effect; one-dose activation, % at 10 µM; EC50 in µM for titrated hits; 290,000 compounds, 0.048% hits;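 active = activation above 40% with more than 50 cells counted in the well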;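 also: U2OS osteosarcoma cells stably expressing GPR55 and beta-arrestin-GFP; plate controls were DMSO negative control for no effect and LPI positive control for full effect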
GPR55 antagonists: GPR55 antagonists blocking LPI-driven arrestin recruitment, primary screen, imaging, U2OS, beta-arrestin-GFP, LPI agonist (AID 2013); 290,000 compounds, 0.13% hits; inhibition, % at 10 µM; hits with a dose series show IC50 in µM; U2OS GPR55 beta-arrestin-GFP translocation imaging, LPI antagonism; higher % means a stronger effect;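 active = spots per cell inhibited over 60%, with over 100 cells counted and total cytoplasm intensity under 500,000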;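 also: U2OS cells stably carrying GPR55 and arrestin-GFP stimulated by 5 µM LPI near EC80; imaged beta-arrestin-GFP aggregate spots per cell after agonist stimulation; plate controls were LPI-stimulated DMSO wells for no effect and DMSO wells without LPI for full effect; some results filed as inactive read as strong as hits; confirmed hits need IC50 under 10 µM and bright autofluorescent wells are also inconclusive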
KOR beta-arrestin-2: kappa opioid receptor blockers – cell-based, luminescence, uHTS (AID 1778); KOR beta-arrestin recruitment, luminescence, antagonist mode; higher % means a stronger effect; one-dose inhibition, % at 10 µM; IC50 in µM for titrated hits; 290,000 compounds, 0.091% hits; in the data active = inhibition above about 50%; also: strong numbers were not always called active
NTR1 agonist cell count 20 µM: recorded beside NTR1 agonist, whose call it bears; cell count; measured here: cell count, cytotoxicity flag
* marks the source's active call; other numbers are inactive results; i = inactive; . = not tested or not shown; [ ] = remark or other dose. The list is partial (hit frequency here may not be typical).

SMILES	NTR1 agonist	NTR1 agonist cell count 20 µM	NOD1 NF-kB reporter	KOR beta-arrestin-1	K1F lysis inhibition	GPR35 arrestin U2OS	Rac1 GTP hydrolysis	GPR55 beta-arrestin	GPR55 antagonists	KOR beta-arrestin-2
c1ccc(Cn2nnc3c(N4CCc5ccccc54)ncnc32)cc1	3.0	114	17%	-0.9%	0.9%	-18%	5%	-0.2%	4%	-12%
Cc1cccc(C)c1OCC(=O)Nc1ncn[nH]1	1.5	78	12%	-5.5%	-0.1%	11%	10%	-0.1%	-1%	17%
CCCC(=O)Oc1ccccc1C1SCc2cc(C)c(C)cc2CS1	-1.0	103	4%	-0.6%	3.0%	-23%	6%	-0.1%	22%	28%
COc1ccc(NC(=O)CSCC(=O)NCCc2ccccn2)cc1	-0.7	45	-20%	-2.4%	0.0%	2%	7%	0.7%	2%	-42%
COc1cccc(NC(=O)Nc2ccccc2C(N)=O)c1	-3.1	74	-32%	0.2%	1.0%	-7%	2%	-0.8%	9%	-8%
O=C(COC(=O)c1cccs1)NCc1cccs1	-0.5	59	-3%	-0.7%	0.1%	-16%	5%	-0.3%	-11%	-3%
CC(=O)Nc1ccc(C(=O)NNC(=O)CCc2ccccc2)cc1	-0.8	69	1%	2.2%	4.3%	5%	6%	-0.1%	-4%	-33%
c1cc(CNc2ccc(N3CCOCC3)cc2)ccn1	0.1	55	-49%	11%	0.9%	1%	14%	-0.1%	3%	-19%
Cn1ccsc1=NC(=O)c1ccc(Cl)cc1	0.1	63	-45%	-7.2%	0.1%	6%	6%	-0.1%	0%	-6%[20 µM]
CC(=O)c1c(C)[nH]c(C(=O)OCC(=O)C(C)(C)C)c1C	0.0	53	-20%	4.4%	5.9%	1%	3%	0.3%	12%	13%
O=C(CC1C(=O)CCCC1=O)c1ccccc1	-0.2	61	10%	3.7%	-0.1%	15%	11%	-0.7%	-7%	-40%
CC(C)CCCN1CCN=C1N(C)C	22	107	-11%	-3.3%	1.1%	2%	7%	-0.2%	3%	-25%[20 µM]
CCOC(=O)c1c(C)[nH]c(C)c1S(=O)(=O)NCC1CCN(Cc2ccccc2OC)CC1	0.0	47	-24%	-7.0%	0.2%	3%	5%	-0.1%	11%	1%
COc1ccc(CN2CCCC(N3CCN(c4cccc(Cl)c4)CC3)C2)cc1OC (stereo not drawn)	1.8	55	24%	0.3%	-0.1%	-6%	19%	0.3%	5%	-2%[20 µM]
Cc1ccc([N+](=O)[O-])cc1N/C=C1\CCCCC1=O	3.3	80	33%	7.2%	0.1%	-7%	-12%	-0.3%	9%	-21%
COc1ccc(NC(=O)O/N=C/c2ccccc2Cl)cc1	-0.9	46	-12%	6.6%	0.2%	-1%	8%	-0.1%	3%	10%
CCSc1nnc2ccc(-c3ccco3)nn12	-0.4	60	-17%	-6.1%	1.5%[50 µM]	-4%	2%	-0.6%	7%	-4%
C/C(CC(=O)NC1CCCC1)=N\NC(=O)Cc1csc(N)n1	0.1	11	-18%	0.8%	0.6%	10%	5%	0.4%	6%	-21%
O=C(O)CCN1C(=O)c2ccc(NC(=O)COc3ccccc3)cc2C1=O	0.9	54	-24%	3.6%	0.0%	-12%	6%	0.0%	4%	-13%
Cc1ccc(N2C(=O)N(CC(=O)Nc3ccc(C)cc3C)C(=O)C2C)cc1 (stereo not drawn)	-1.0	40	8%	6.7%	-0.2%	1%	-7%	0.2%	5%	-28%
O=C(CSc1ccc2nnc(-c3ccncc3)n2n1)Nc1ccc2c(c1)OCCO2	-2.1	101	10%	-2.0%	0.3%	-17%	0%	-0.1%	3%	-12%
c1ccc(-c2noc(C34CC5CC(CC(C5)C3)C4)n2)nc1	4.2	41	-47%	2.4%	4.2%	-2%	8%	-0.2%	-10%	-4%
COc1ccc(C(=O)CSc2nnc(C3CCCCC3)n2N)c(OC)c1	1.2	79	6%	-2.8%	0.9%	13%	10%	-0.2%	8%	-25%
COC(=O)c1c(C)nc(C)c2c(=O)oc3ccccc3c12	3.0	40	-31%	13%	1.2%	29%	11%	0.2%	-3%	17%
Cc1nnsc1S(=O)c1ccc(Cl)c(Cl)c1 (stereo not drawn)	-0.4	76	-2%	-5.5%	0.2%	3%	25%	0.4%	1%	37%

(listing goes on)
SMILES	NTR1 agonist	NTR1 agonist cell count 20 µM	NOD1 NF-kB reporter	KOR beta-arrestin-1	K1F lysis inhibition	GPR35 arrestin U2OS	Rac1 GTP hydrolysis	GPR55 beta-arrestin	GPR55 antagonists	KOR beta-arrestin-2
COC(=O)c1cc(OC)c(OC)cc1NC(=O)c1cccc(OC)c1OC	-0.2	32	-20%	-2.1%	-0.1%	6%	3%	-0.1%	-7%	-58%[20 µM]
O=C(c1ccc2ccccc2c1)C1CCCN(C(=O)c2noc3c2CCCC3)C1 (stereo not drawn)	6.5	39	-24%	1.1%	0.2%	-3%	4%	-0.1%	-14%	-75%[20 µM]
Cc1c(C(c2ccccc2)c2c(C)n(C)n(-c3ccccc3)c2=O)c(=O)n(-c2ccccc2)n1C	-0.5	61	-10%	0.4%	0.1%	1%	8%	-0.1%	0%	9%
Cc1ccc2cccc(NC(=O)C(F)(F)F)c2n1	0.8	85	-15%	2.1%	1.0%	-6%	1%	0.2%	26%	-8%
CCC(=O)Nc1ccc2nn(-c3ccc(F)cc3)nc2c1	0.7	61	-43%	0.7%	-1.1%	-14%	6%	-0.1%	-17%	-23%
COC(=O)c1c(C(=O)OC)c2cc(C)ccn2c1Cl	-0.6	36	10%	-8.1%	4.2%	-12%	2%	0.3%	1%	17%
O=C(Nc1nccs1)C(NS(=O)(=O)c1ccc(Br)s1)c1ccccc1 (stereo not drawn)	-0.1	53	-4%	6.7%	-0.1%	2%	-3%	-0.1%	16%	-1%
O=C(NC1=NCCS1)c1cccc(S(=O)(=O)N2CCCCC2)c1	.	.	-5%	2.3%	.	9%	.	0.6%	-1%	-25%
COc1cccc(-c2[nH]nc3c2C(c2ccsc2)C(C#N)=C(N)O3)c1 (stereo not drawn)	5.9	75	-6%	1.7%	-0.9%	6%	-2%	0.0%	0%	-58%
O=C(NCc1ccc2c(c1)OCO2)c1nnc(Cc2ccc(Cl)cc2)o1	-2.4	59	-4%	-1.9%	1.1%	-15%	2%	0.8%	4%	6%
COc1ccc2cc(/C=N/NC(=O)CN(c3ccccc3)S(=O)(=O)c3ccccc3)c(Cl)nc2c1	11	58	-54%	3.8%	.	-16%	.	0.0%	6%	9%
Cc1ccc(CC(CC(=O)O)C(=O)NCc2ccccc2)cc1 (stereo not drawn)	0.5	52	-15%	-3.2%	2.3%[50 µM]	-5%	9%	-0.1%	9%	-6%
Cc1cc(NC(=O)CSc2nnc(-c3cccnc3)n2Cc2ccccc2)no1	1.5	60	-32%	-2.3%	0.3%	-6%	-5%	-0.4%	4%	10%
N#Cc1ccsc1NC(=O)CCN1CCN(C(c2ccccc2)c2ccccc2)CC1	1.3	45	5%	-4.4%	0.0%	2%	2%	0.5%	10%	8%
C/C(=N\NC(=O)c1ccc(C)cc1)C1C(=O)c2ccccc2C1=O	-1.2	90	-18%	-4.5%	i	7%	9%	-0.4%	4%	-15%
CC(C)CC(=O)Nc1ccc(S(=O)(=O)N2CCCC2)cc1	0.2	48	-16%	-9.1%	1.2%	16%	2%	-0.2%	-17%	-6%[20 µM]
Cn1nc(C(F)(F)F)c(-c2cccc(C(F)(F)F)c2)c1NC(=O)Nc1ccc(F)cc1	13	40	0%	3.7%	.	6%	.	0.3%	1%	28%
O=C(Oc1ccc(/C=N/NC(=O)c2ccccc2O)cc1)c1ccccc1	-0.8	39	-18%	0.1%	2.3%	0%	21%	-0.2%	0%	32%
O=C(Nc1cc(-c2ccccc2)sc1C(=O)O)c1cccc(F)c1	6.3	87	-8%	5.8%	-1.5%[50 µM]	-22%	.	0.0%	-2%	-97%
Cc1nnc(NC(=O)C2CC(=O)N(Cc3ccccc3)C2)s1 (stereo not drawn)	-0.1	38	-30%	0.2%	0.1%	-2%	7%	-0.1%	6%	-15%
Cc1ccc(-n2c(SCC(=O)N3CCOCC3)nnc2-c2cccnc2)cc1C	-1.6	84	-15%	-2.1%	1.0%	7%	11%	-0.1%	5%	29%
COc1ccc(C2=NN(c3ccccc3)C(c3cccs3)C2)cc1 (stereo not drawn)	1.2	44	47%*	3.0%	-0.4%	2%	0%	-0.2%	24%	-11%
c1ccc(CSc2nnc(-c3ccco3)n2Cc2ccco2)cc1	0.4	65	-8%	3.8%	0.1%	18%	7%	-0.1%	-10%	-38%
Cc1onc(-c2ccccc2Cl)c1C(=O)Nc1ccccc1	-1.4	48	-7%	0.1%	0.3%	-17%	8%	-0.1%	8%	-4%
CCOC(=O)N1CCN(C(=O)CN2C(=O)c3ccccc3S2(=O)=O)CC1	0.5	52	-36%	-1.8%	0.3%	-18%	6%	0.0%	-1%	4%

Next structures:
SMILES	NTR1 agonist	NTR1 agonist cell count 20 µM	NOD1 NF-kB reporter	KOR beta-arrestin-1	K1F lysis inhibition	GPR35 arrestin U2OS	Rac1 GTP hydrolysis	GPR55 beta-arrestin	GPR55 antagonists	KOR beta-arrestin-2
NC(=S)Nc1nc2ccccc2[nH]c1=O	-0.5	59	-9%	-7.6%	.	0%	.	-0.1%	5%	-6%
CN(CC(=O)Nc1ccc(F)cc1)C(=O)COc1ccc(C(=O)c2ccccc2)cc1	0.7	37	-25%	-4.8%	5.5%[50 µM]	8%	10%	0.1%	5%	26%
Cc1ccn2cc(-c3cccc(NC(=O)c4cccs4)c3)nc2c1	4.1	69	-41%	-8.8%	1.9%	-9%	8%	-0.4%	6%	-4%
NC(=S)N/N=C/c1c[nH]c2ccc(OCc3ccccc3)cc12	1.7	65	37%	2.6%	-0.1%	3%	3%	0.87µM*	11%	-48%
COc1ccccc1N1CCN(S(=O)(=O)c2ccc3c4c(cccc24)C(=O)N3)CC1	3.5	57	-11%	9.3%	1.0%	-11%	-2%	-0.3%	4%	-1%
CC(=O)NC1(C2CCCCC2=O)CCCCC1 (stereo not drawn)	-0.5	85	-84%	-0.6%	0.5%	-4%	9%	-0.2%	-12%	8%
CCOC(=O)c1ccc(N=C2SC(C(=O)NCCc3ccccc3)CC(=O)N2C)cc1 (stereo not drawn)	1.1	66	-40%	-2.4%	0.1%	-12%	1%	-0.1%	4%	-23%[20 µM]
CCc1ccc(NC(=O)CN2CCC(C(=O)c3ccc(OC)cc3)CC2)cc1	2.2	44	31%	5.4%	0.8%	-1%	5%	0.5%	12%	-18%
